Compound activity as filed in PubChem.
Mito fusion yeast: inhibitors of mitochondrial division or activators of mitochondrial fusion; Potency, µM (series often up to 46.1 µM), for inactives: at the top dose growth rescue (activation), usual class: activators; AID 485298; S. cerevisiae fusion-defective mutant growth rescue, CellTiterGlo 48 h; 320,000 tested, 0.23% active;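 further: potency means the concentration at half of the fitted maximal effect; % of control where 0% means no effect; nearly all actives have a fitted effect of over 45% in size; temperature-sensitive fusion mutants such as fzo1-1 at 37 °C on non-fermentable ethanol glycerol medium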
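Temperature-sensitive fusion-defective S. cerevisiae (e.g. fzo1-1, mgm1-5) were grown with compound in YPEG medium (3% ethanol, 3% glycerol) for 48 hours at 37C. Growth rescue was measured as viability by CellTiterGlo luminescence after 10 minutes at ambient.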
KCNH2 WT inh: KCNH2 (human, wildtype) channel inhibition; activity change, % at 1.84 µM; U2OS, BacMam KCNH2, thallium flux FluxOr; hits give low values; 340,000 tested, 0.37% active; Q12809;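 active means maximum activity change below -70%; inconclusive means maximum activity change between -70% and -50%; inactive means maximum activity change above -50%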; further: on the % scale 0 is the no-effect control and ±100 the full control effect
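U2OS cells transduced with wild-type KCNH2 virus are loaded with FluxOr dye for 45 min, and thallium flux is measured in kinetic reads before and after stimulation buffer. Rate constants are normalized to DMSO controls.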
Eya2 inh: blocks the phosphatase activity of human Eya2; O00167; recombinant Eya2, OMFP fluorescence dephosphorylation (OMFP is methylfluorescein phosphate); Potency, µM (series often up to 76.9 µM), for the others: at the highest dose activity, negative = inhibition, most hits filed as inhibitors; 330,000 tested, 0.006% active; further: potency means the concentration at half of the fitted maximal effect; on the % scale 0 is the no-effect control and ±100 the full control effect
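Eya2 protein (added as 0.2 uM solution) was preincubated with compound for 10 min at ambient temperature in 50 mM HEPES pH 7.5, 50 mM NaCl, 5 uM MgCl2, 0.05% BSA, 1 mM DTT. OMFP (added at 50 uM) then reacted 10 min; fluorescence read at 485/525 nm.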
GALK inh: blocks human galactokinase activity | 270,000 tested, 0.007% active | Purified GALK, Kinase-Glo residual ATP luminescence | Potency, µM (titrated, usually from 57.5 µM), for inactives: at the highest dose activity change, negative = inhibition, usual class: inhibitors; further: potency means the concentration at half of the fitted maximal effect; on the % scale 0 is the no-effect control and ±100 the full control effect
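5 nM enzyme, 35 uM ATP, 100 uM galactose, 20 mM HEPES pH8.0, 5 mM MgCl2; 1 h RT; residual ATP by Kinase-Glo Plus luminescence, qHTS format.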
S-ASM inh: inhibitors of human secretory acid sphingomyelinase | 340,000 tested, 0.006% active | placental ASM, HMU-PC fluorogenic substrate, 60 min | P17405 | Potency, µM (top dose mostly 57.5 µM), for the others: top-dose activity change, negative = inhibition, usual class: inhibitors; further: potency means the concentration at half of the fitted maximal effect
Target sequence (P17405 47-631 limits assumed): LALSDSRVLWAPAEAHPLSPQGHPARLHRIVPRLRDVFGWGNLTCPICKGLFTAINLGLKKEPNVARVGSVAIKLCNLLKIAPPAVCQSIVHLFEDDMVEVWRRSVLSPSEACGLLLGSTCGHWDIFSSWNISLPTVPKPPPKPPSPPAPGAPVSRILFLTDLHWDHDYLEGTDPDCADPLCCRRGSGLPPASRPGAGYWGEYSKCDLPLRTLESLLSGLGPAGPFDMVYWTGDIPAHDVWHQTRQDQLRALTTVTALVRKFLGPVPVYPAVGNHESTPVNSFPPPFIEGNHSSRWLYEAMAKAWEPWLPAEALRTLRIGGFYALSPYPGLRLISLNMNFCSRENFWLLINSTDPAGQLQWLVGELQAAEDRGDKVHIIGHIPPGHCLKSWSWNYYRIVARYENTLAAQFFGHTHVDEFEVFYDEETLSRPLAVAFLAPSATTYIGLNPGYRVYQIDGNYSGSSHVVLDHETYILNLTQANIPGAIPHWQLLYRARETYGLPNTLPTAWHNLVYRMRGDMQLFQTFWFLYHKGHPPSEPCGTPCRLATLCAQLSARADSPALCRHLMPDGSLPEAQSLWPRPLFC
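Human placenta-derived ASM enzyme was preincubated with compound for 10 minutes at room temperature, then given fluorogenic substrate HMU-PC0 (9 uM final) for 60 minutes at 37 °C; a pH 10 stop preceded fluorescence reading at Ex 386/Em 447 nm.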
Menin MLL FP TR: inhibitors of human menin-MLL interaction, mutant MLL peptide. Menin + Texas Red MLL mutant peptide, fluorescence polarization. Potency, µM (top dose mostly 61.6 µM), without a hit: top-dose FP activity change, negative = inhibition, most hits filed as inhibitors. O00255. 270,000 tested, 0.23% active. AID 1768; active means well fitted inhibition curve with a large enough effect in the polarisation, with a control signal flat, not every such curve was filed as active; inconclusive means small, poorly fitted or top-dose-only effect, or effect the other way, or a change in a side signal; inactive means no such curve, though single readings can be large or run the other way; the % refers to the polarisation; further: potency means the concentration at half of the fitted maximal effect; % of control where 0% means no effect; many of its hits are not listed in these tables
TSHR antagonist: blocks TSH signaling through the human TSH receptor; TSHR-expressing cells, TSH-stimulated cAMP HTRF, 2 h; hits give low values; activity change, negative = inhibition, % at 11.5 µM; 330,000 tested, 0.2% active; AID 504810;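 active means activity change below a set negative limit, meaning inhibition stronger than a set level, cut at about -70% in these data; inconclusive means activity change between two set negative limits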; further: on the % scale 0 is the no-effect control and ±100 the full control effect
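Freshly harvested TSHR cells receive pin-tooled compound, then EC80 TSH at 4nM final. After 2 hours at 37 deg C, antibody in lysis buffer and cAMP-d2 are added; 30 minutes at ambient temperature precede the HTRF read.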
MBNL1-CUG inh: MBNL1-poly(CUG) RNA binding inhibition | Q9NR56 | TR-FRET MBNL1-His/biotin-(CUG)12 binding, 665/545 ratio | Potency, µM (highest dose often 57.5 µM), for the others: top-dose activity change, negative = inhibition, most hits filed as inhibitors | 280,000 tested, 0.036% active; active means well fitted inhibition curve with a large enough effect in the signal ratio, with a control signal flat, not every such curve was filed as active; inconclusive means small, poorly fitted or top-dose-only effect, or effect the other way, or a change in a side signal; inactive means no such curve, though single readings can be large or run the other way; the % refers to the signal ratio; further: potency means the concentration at half of the fitted maximal effect; on the % scale 0 is the no-effect control and ±100 the full control effect
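Compound titration spanned 92 nM–58 uM against the MBNL1-His/biotin-(CUG)12 complex. After 60 min at room temperature with 5 nM streptavidin-XL665 and 0.055 ng/ul terbium anti-His, ratiometric 665/545 nm emission (Ex 340 nm) normalized to controls.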
USP2a inh: blocks human ubiquitin-specific protease USP2a; USP2 core, Ub-CHOP2 coupled fluorogenic reporter, 485/531; Potency, µM (doses to about 38.3 µM), inactives show top-dose activity change, negative = inhibition, most hits filed as inhibitors; 330,000 tested, 0.01% active; AID 463254;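 further: potency means the concentration at half of the fitted maximal effect; plate controls were DMSO wells for no effect and full inhibition by NEM control for full effect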
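Deubiquitinase activity read as fluorescence (485/531 nm) after Ub-CHOP2 cleavage activates the enterokinase reporter on its substrate; USP2 core 10nM, Ub-CHOP2 and substrate 25nM each, 30min compound preincubation then 60min RT; data normalized to NEM, curves fitted.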
BCR signal inh: chronic active BCR signaling inhibition. Potency, µM (titrated, usually from 46.1 µM), for inactives: top-dose ratio change, negative = lower green/red ratio, actives largely listed as inhibitors. AID 493014. 340,000 tested, 0.05% active. ABC-DLBCL IkBa-CBG/CBR reporter, luminescence ratio, 4 h; active means well fitted inhibition curve with a large enough effect in the signal ratio, with a control signal flat, not every such curve was filed as active; inconclusive means small, poorly fitted or top-dose-only effect, or effect the other way, or a change in a side signal; the % refers to the signal ratio;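 further: potency means the concentration at half of the fitted maximal effect; plate controls were basal doxycycline-induced cells for no effect and cells given 10 µM MG132 for full effect; MG132 reads +100%, hits lower the ratio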
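Cell line TMD8 (human ABC DLBCL), stably expressing tet-inducible CBG68-IkBa fusion and CBR; IMDM/0.5% FBS; cpd up to 46 uM; dox induction, 4 h, 37C/5% CO2; dual luminescence; green/red ratio; MG132 control.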
PKM2 activator: increases activity of human pyruvate kinase M2; purified PKM2, Kinase-Glo ATP luminescence, activation; response scale: 0% is enzyme alone, no compound; Potency, µM (highest dose often 57.5 µM), inactives show at the highest dose activation, usual class: activators; 260,000 tested, 0.34% active; further: potency means the concentration at half of the fitted maximal effect; on the % scale 0 is the no-effect control and ±100 the full control effect; nearly all actives have a fitted effect of over 55% in size
Target sequence (P14618 whole entry, looked up): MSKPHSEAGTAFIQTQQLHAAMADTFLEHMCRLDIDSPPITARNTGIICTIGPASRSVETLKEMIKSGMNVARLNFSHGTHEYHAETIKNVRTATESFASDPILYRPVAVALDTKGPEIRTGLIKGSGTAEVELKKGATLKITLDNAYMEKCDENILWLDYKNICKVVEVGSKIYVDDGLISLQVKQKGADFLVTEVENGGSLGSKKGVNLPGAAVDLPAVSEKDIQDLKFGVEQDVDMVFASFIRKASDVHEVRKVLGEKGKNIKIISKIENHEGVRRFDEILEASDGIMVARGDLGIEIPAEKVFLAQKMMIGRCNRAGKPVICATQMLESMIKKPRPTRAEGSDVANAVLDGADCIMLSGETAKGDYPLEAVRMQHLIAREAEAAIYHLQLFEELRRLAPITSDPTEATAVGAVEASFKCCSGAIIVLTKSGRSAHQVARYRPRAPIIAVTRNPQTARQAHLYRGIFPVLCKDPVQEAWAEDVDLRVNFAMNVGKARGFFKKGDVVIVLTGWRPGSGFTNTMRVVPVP
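Purified hPK-M2 (>95%) run at intermediate activity with 0.1 mM ADP and 0.5 mM PEP in 50 mM imidazole pH 7.2, KCl, MgCl2; 1 h room temperature. ATP formed read by Kinase-Glo luminescence; normalized to uninhibited and no-enzyme controls.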
Active calls of the source: *; ? = inconclusive; · = not tested or not shown; [ ] = another dose, or the depositor's remark. Unless noted, the call rests on the fitted dose curve; in most records, active means well fitted curve in the direction sought with a large enough effect; inconclusive means small, poorly fitted or top-dose-only effect, or another doubt; inactive means no such curve, though single readings can be large; an effect the other way counts as inactive or inconclusive.

| Compound | Mito fusion yeast | KCNH2 WT inh | Eya2 inh | GALK inh | S-ASM inh | Menin MLL FP TR | TSHR antagonist | MBNL1-CUG inh | USP2a inh | BCR signal inh | PKM2 activator |
| --- | --- | --- | --- | --- | --- | --- | --- | --- | --- | --- | --- |
| CCCCn1c(=O)[nH]c(=O)c2c1nc(-c1ccc(OCCC)c(OCC)c1)n2CCOC | 13% | -7 | 11% | 7% | 1% | ? | -3 | 0% | 10% | -1% | -2% |
| CNC(=S)N/N=C/c1c(C)nn(-c2ccc(F)cc2)c1Cl | 2% | 6 | 2% | 2% | -2% | 0% | 0 | 12% | 0% | -4% | -2% |
| COc1ccc(NC(=O)CN2C(=O)NC(CC(C)C)C2=O)cc1S(=O)(=O)N1CCOCC1 (stereo not drawn) | -3% | -10 | 0% | · | 4% | · | 10 | · | 3% | 4% | · |
| COC(=O)c1ccc(CNC(=O)C2CCC(=O)N(C3CCCCCC3)C2)cc1 (stereo not drawn) | 3% | -7 | 2% | 4% | -2% | · | 8 | -2% | -1% | 8% | · |
| COc1ccc(OCC(O)CNC(=O)Nc2cccc3ccccc23)cc1 (stereo not drawn) | -3% | 5 | 7% | -2% | 1% | · | -7 | · | -1% | -16% | -2% |
| COc1cc(C(=O)NCc2ccc(C)cc2)ccc1OCc1c(C)noc1C | 4% | -20 | -14% | -1% | 0% | ? | 3 | 2% | -6% | 5% | -7% |
| CCC(C)(C(=O)NC1CCCC1)N(C(=O)c1cnccn1)c1c(C)n(C)n(-c2ccccc2)c1=O (stereo not drawn) | -4% | 0 | -1% | 0% | 0% | 9% | 0 | 3% | -2% | ? | 2% |
| CCn1c(SCC(=O)Nc2cccc(NC(C)=O)c2)nnc1C(C)C | 2% | -2 | 8% | 0% | -1% | 8% | 0 | -1% | 2% | ? | -14% |
| Cc1ccc(-c2csc(NC(=O)c3cccc([N+](=O)[O-])c3)n2)cc1 | -1% | 1 | -4% | -5% | -17% | · | 71 | -11% | 0% | -6% | 6% |
| C/C(=N\NC(=O)c1ccccc1C)c1cccnc1 | 4% | -6 | ? | · | 5% | 14% | 15 | -8% | -2% | ? | · |
| Cc1cc(C(F)(F)F)n2[nH]c(=O)c(N=Nc3ccccc3)c2n1 | 6% | -3 | -4% | 0% | -4% | ? | -12 | ? | -17% | 10% | 12% |
| C/C(=N\NC(=O)c1cccc(N2CCCC2=O)c1)c1ccc(N)cc1 | -2% | -8 | 9% | 11% | 10% | -1% | 8 | · | -4% | ? | 0% |
| Cc1ccc(C(=O)c2c[nH]c(C(=O)NCc3cccnc3)c2)cc1 | 2% | -2 | 19% | 2% | 2% | -14% | 2 | -3% | -1% | ? | -10% |
| C=CCNc1nc(N)c([N+](=O)[O-])c(N2CCCCCC2)n1 | 7% | 6 | -21% | 0% | -2% | -2% | 5 | 1% | 0% | -1% | · |
| O=C(c1ccco1)N1CCN(C(c2ccccc2F)c2nnnn2Cc2cccs2)CC1 (stereo not drawn) | 3% | 36 | 21% | 0% | -1% | 0% | -5 | -1% | 0% | -5% | -5% |
| Cc1ccc(NC(=S)N2CCC(c3nc4ccccc4s3)CC2)cc1 | 3% | 9 | -7% | 0% | -12% | -7% | 13 | -4% | 1% | -4% | 2% |
| Cc1cc(C(=O)CSc2nc3ccccc3c(=O)[nH]2)c(C)n1C | 1% | -7 | -26% | 0% | -9% | 11% | -4 | ? | -1% | 10% | 4% |
| Cc1cccc(C(=O)Nc2ccc(C(=O)/C=C/c3cccnc3)cc2)c1 | -20% | -43 | 0% | -1% | -6% | 38%[activator] | -14 | · | 2% | 2% | 3% |
| Cc1[nH]c2ccccc2c1C(=O)CN1CC(C)CC(C)C1 (stereo not drawn) | -13% | 1 | -3% | · | 0% | -26% | 1 | -3% | -7% | -9% | · |
| CCNC(=O)CCCOc1ccc(Cl)cc1Cl | 21% | 30 | 13% | 5% | 4% | 7% | -14 | -7% | 0% | 5% | 19% |
| Cc1ccc(Nc2nnc(C3C(=O)N(C)C4(C)CC3c3cc(Br)ccc3O4)s2)cc1 (stereo not drawn) | -6% | -5 | -3% | 1% | -7% | 3% | 0 | -12% | 1% | ? | 8% |
| CN(C)/C=C(\C(=O)c1ccccc1)c1nnnn1-c1ccccc1 | -2% | -2 | 1% | · | -2% | · | 0 | -9% | 1% | 6% | 4% |
| Cc1cc(C)nc(SCc2c(F)cccc2Cl)n1 | 1% | -2 | -12% | -2% | 8% | ? | 14 | -8% | -1% | ? | -1%[11.5 µM] |
| O=c1c2ccccc2nc(SCc2cccc(F)c2)n1-c1cccc(S(=O)(=O)N2CCCC2)c1 | 6% | -3 | -8% | 1% | -1% | -13% | -13 | · | 2% | 0% | 3% |
| CC(=O)NC(C)c1nc2ccccc2n1CC(=O)N1C(C)CCCC1C (stereo not drawn) | 13% | 14 | 11% | 0% | 7% | -24% | 11 | 9% | 2% | 2% | 8% |
| O=C(c1ccc2c3c(cccc13)C(=O)N(O)C2=O)N1CCCCC1 | 1% | -18 | -8% | -1% | -2% | 12% | -6 | ? | -2% | 0% | -2% |
| COc1cc(-c2cccc([C@H]3[C@@H]4C=CC[C@@H](C)[C@@H]4C(=O)N3Cc3ccccc3)c2)cc(OC)c1OC | · | -1 | -27% | · | ? | ? | 5 | · | -1% | -3% | · |
| CC1=Cc2ccccc2C(C#N)N1C(=O)c1ccccc1 (stereo not drawn) | 13µM* | -1 | -3% | 1% | 2% | -7% | 25 | -7% | 3% | ? | -19% |
| COc1cccc(NC(=O)c2cccc(Cl)c2)c1 | 7% | -10 | 7% | · | 1% | · | -14 | · | 4% | ? | · |
| CCc1c(C)nc2cc(C)[nH]n2c1=O | 1% | 0 | -4% | -4% | 2% | -22% | 8 | -3% | -2% | 0% | 1% |

Single records, from the list above.
C/C(=N\NC(=O)c1cccc(N2CCCC2=O)c1)c1ccc(N)cc1 reads Mito fusion yeast = -2%; KCNH2 WT inh = -8; Eya2 inh = 9%; GALK inh = 11%; S-ASM inh = 10%; Menin MLL FP TR = -1%; TSHR antagonist = 8; MBNL1-CUG inh = ·; USP2a inh = -4%; BCR signal inh = ?; PKM2 activator = 0%
C=CCNc1nc(N)c([N+](=O)[O-])c(N2CCCCCC2)n1 reads Mito fusion yeast = 7%; KCNH2 WT inh = 6; Eya2 inh = -21%; GALK inh = 0%; S-ASM inh = -2%; Menin MLL FP TR = -2%; TSHR antagonist = 5; MBNL1-CUG inh = 1%; USP2a inh = 0%; BCR signal inh = -1%; PKM2 activator = ·

(list continues)
| Compound | Mito fusion yeast | KCNH2 WT inh | Eya2 inh | GALK inh | S-ASM inh | Menin MLL FP TR | TSHR antagonist | MBNL1-CUG inh | USP2a inh | BCR signal inh | PKM2 activator |
| --- | --- | --- | --- | --- | --- | --- | --- | --- | --- | --- | --- |
| Cc1ccc(S(=O)(=O)c2nc(S(C)(=O)=O)sc2N2CCCCCC2)cc1 | 0% | 1 | -5% | -2% | 1% | · | 12 | -1% | -2% | 5% | · |
| COc1ccc(OC)c(NC(=O)CN(C)CC(=O)Nc2ccccc2Br)c1 | 16% | 7 | 1% | 11% | 0% | -28% | -1 | -3% | 2% | -18% | -2% |
| COc1ccc(NC(C)=O)cc1NC(=O)c1ccc(C#N)cc1 | 1% | -5 | 4% | 3% | 2% | 5% | -2 | -1% | 2% | -2% | 1% |
| Cc1ccc(/C=N/NC(=O)Cn2nnc(N)n2)o1 | -3% | 0 | 12% | 0% | -3% | · | 6 | · | -1% | 1% | 2% |

Only part of the results is shown. The share of hits here may be higher or lower than overall.
